Screening results as filed in PubChem BioAssay.
ASM inhibitor – blocks human secretory acid sphingomyelinase | Potency, µM (doses to about 57.5 µM), for inactives: at the highest dose activity change, negative = inhibition, actives largely listed as inhibitors | 0.006% of 340,000 active | P17405 | AID 504937 | placental ASM, HMU-PC fluorogenic substrate, 60 min; also: potency is read from the fitted curve at half-maximal effect
Target sequence (P17405 47-631 limits assumed): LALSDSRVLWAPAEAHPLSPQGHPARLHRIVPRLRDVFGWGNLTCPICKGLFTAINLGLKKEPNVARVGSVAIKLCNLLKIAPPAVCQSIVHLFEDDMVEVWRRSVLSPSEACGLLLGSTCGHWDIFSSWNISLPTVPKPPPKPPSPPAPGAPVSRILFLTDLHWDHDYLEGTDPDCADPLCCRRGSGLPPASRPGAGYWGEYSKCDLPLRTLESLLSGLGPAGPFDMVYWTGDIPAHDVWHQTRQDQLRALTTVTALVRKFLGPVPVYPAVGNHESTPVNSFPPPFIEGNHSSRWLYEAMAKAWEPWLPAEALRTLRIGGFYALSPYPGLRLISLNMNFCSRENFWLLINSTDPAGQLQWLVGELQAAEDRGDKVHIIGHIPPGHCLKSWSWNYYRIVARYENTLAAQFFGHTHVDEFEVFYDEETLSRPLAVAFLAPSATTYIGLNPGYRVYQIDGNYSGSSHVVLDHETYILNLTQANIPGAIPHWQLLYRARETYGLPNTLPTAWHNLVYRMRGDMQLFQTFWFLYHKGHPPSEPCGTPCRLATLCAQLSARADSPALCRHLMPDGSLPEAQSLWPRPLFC
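HMU-PC0 cleavage (9 uM final) by human placental ASM, 60 min at 37 °C following 10 min compound exposure at RT; stopped at pH 10, fluorescence Ex 386/Em 447 nm.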
TSG101-PTAP inh – blocks PTAP/TSG101 interaction to inhibit HIV-1 budding. Q99816. Fluorescence polarization, FITC-PTAP peptide / Tsg101 binding. Potency, µM (series often up to 115 µM), for the others: at the top dose activity change, negative = inhibition, most hits filed as inhibitors. 340,000 tested, under 10 active; active = well fitted inhibition curve with a large enough effect in the main read-out, with a control signal flat, not every such curve was filed as active; inconclusive = small, poorly fitted or top-dose-only effect, or effect the other way, or a change in a side signal; inactive = no such curve, though single readings can be large or run the other way; also: potency is read from the fitted curve at half-maximal effect; % of control where 0% means no effect
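Tsg101 binding domain (10 uM final) was mixed with compound and a FITC-labeled PTAP peptide (50 nM final) in HEPES pH 7.5 buffer with NaCl, Tween 20, EDTA and TCEP; fluorescence polarization was read after 20 min at r.t.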
a7 integrin act – integrin-mediated muscular dystrophy alleviation activation; 0.064% of 350,000 active; Potency, µM (doses to about 38.3 µM), without a hit: top-dose activation, usual class: activators; alpha7betagal myoblasts, beta-gal FDG fluorescence, 48 h; AID 624291;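 also: potency is read from the fitted curve at half-maximal effect; 100% = response of the positive control SU9516; nearly all actives have a fitted effect of over 60% in size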
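alpha7betagal+/- myoblasts (passage 13, 250/well) treated 48 h at 37C with compounds at 1:260 dilution of DMSO stock. Lysed, then beta-galactosidase activity read as FDG fluorescence (ex 480/em 540) after 30 min, with pre-read for autofluorescence.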
Mito fusion yeast – mitochondrial division inhibition or fusion activation; AID 485298; Potency, µM (top dose mostly 46.1 µM), inactives show at the top dose growth rescue (activation), hits mostly activators; S. cerevisiae fusion-defective mutant growth rescue, CellTiterGlo 48 h; 0.23% of 320,000 active;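 also: potency is read from the fitted curve at half-maximal effect; % of control where 0% means no effect; nearly all actives have a fitted effect of over 45% in size; temperature-sensitive fusion mutants such as fzo1-1 at 37 °C on non-fermentable ethanol glycerol medium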
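Yeast fusion mutant, YPEG (non-fermentable carbon), compound, 48 h at 37C non-permissive; CellTiterGlo added, 10 min RT, luminescence read. Rescued growth = division inhibition.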
TSHR antag – human thyrotropin receptor antagonism | AID 504810 | TSHR-expressing cells, TSH-stimulated cAMP HTRF, 2 h; stronger effect = lower value | 0.2% of 330,000 active | activity change, negative = inhibition, % at 11.5 µM;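 active = activity change below a set negative limit, meaning inhibition stronger than a set level, cut at about -70% in these data; inconclusive = activity change between two set negative limits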; also: % is scaled to controls: 0 for no effect and ±100 for the full control effect
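TSHR-expressing cells were treated with compounds, then stimulated with TSH at EC80 (4nM final) for 2 hours at 37 deg C. Cellular cAMP was measured by HTRF competition between lysate cAMP and cAMP-d2 for a cryptate-labelled anti-cAMP antibody.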
TCR act – T cell receptor activation. AID 504894. primary human leukocytes, anti-CD3, IL-2 HTRF, 48 h. 330,000 tested, under 10 active. Potency, µM (series often up to 9.22 µM), for the others: at the highest dose activation of IL-2 secretion, hits mostly activators; also: % of control where 0% means no effect
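Primary human leukocytes incubated 48 hr with anti-CD3 beads plus compound, without co-stimulation. Secreted IL-2 measured by HTRF (europium cryptate/d2 anti-IL-2 pair, 320 nm excitation, 665 nm emission).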
MBNL1-CUG inh – inhibitors of human MBNL1 binding to CUG repeat RNA; Q9NR56; TR-FRET MBNL1-His/biotin-(CUG)12 binding, 665/545 ratio; Potency, µM (highest dose often 57.5 µM), without a hit: at the highest dose activity change, negative = inhibition, hits mostly inhibitors; 0.036% of 280,000 active; AID 2675; active = well fitted inhibition curve with a large enough effect in the signal ratio, with a control signal flat, not every such curve was filed as active; inconclusive = small, poorly fitted or top-dose-only effect, or effect the other way, or a change in a side signal; inactive = no such curve, though single readings can be large or run the other way; the % refers to the signal ratio; also: potency is read from the fitted curve at half-maximal effect; % is scaled to controls: 0 for no effect and ±100 for the full control effect
Target sequence (Q9NR56 whole entry, looked up): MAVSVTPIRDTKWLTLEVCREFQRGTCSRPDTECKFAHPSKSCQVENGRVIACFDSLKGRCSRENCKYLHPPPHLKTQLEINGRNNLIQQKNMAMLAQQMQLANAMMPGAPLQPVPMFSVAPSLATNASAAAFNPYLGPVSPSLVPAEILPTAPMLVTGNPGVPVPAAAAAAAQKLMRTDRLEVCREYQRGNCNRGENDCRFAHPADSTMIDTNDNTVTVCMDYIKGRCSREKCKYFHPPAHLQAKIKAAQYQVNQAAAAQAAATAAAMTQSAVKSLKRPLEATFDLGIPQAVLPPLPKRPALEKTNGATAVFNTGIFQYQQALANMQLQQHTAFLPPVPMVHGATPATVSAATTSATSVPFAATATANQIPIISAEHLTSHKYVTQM
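Inhibition of protein-RNA binding appears as loss of TR-FRET between terbium anti-His antibody on MBNL1-His and streptavidin-XL665 on biotin-(CUG)12. Activity is normalized to buffer-only and uninhibited-complex controls.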
Menin-MLL TR inh – menin-MLL binding inhibition, Texas Red mutant peptide; O00255; Menin + Texas Red MLL mutant peptide, fluorescence polarization; Potency, µM (highest dose often 61.6 µM), without a hit: at the top dose FP activity change, negative = inhibition, hits mostly inhibitors; 0.23% of 270,000 active; AID 1768; active = well fitted inhibition curve with a large enough effect in the polarisation, with a control signal flat, not every such curve was filed as active; inconclusive = small, poorly fitted or top-dose-only effect, or effect the other way, or a change in a side signal; inactive = no such curve, though single readings can be large or run the other way; the % refers to the polarisation; also: potency is read from the fitted curve at half-maximal effect; % of control where 0% means no effect; many of its hits are not listed in these tables
AT treatment – potential ataxia-telangiectasia treatments restoring KAP-1 phosphorylation. […] A-T fibroblasts, KAP-1 phosphorylation AlphaLISA; neocarzinostatin DNA damage 30 min before lysis. 0.19% of 320,000 active. AID 485349. Potency, µM (titrated, usually from 57.5 µM), for inactives: at the highest dose activation, usual class: activators; also: potency is read from the fitted curve at half-maximal effect; % of control where 0% means no effect; nearly all actives have a fitted effect of over 45% in size
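hTERT-immortalized A-T patient fibroblasts ([…]), 500 cells/well in OPTI-MEM, 1% FBS, got compounds for 60 min, then NCS for 30 min at 37C. Lysates were then assayed for phospho-KAP-1 by AlphaLISA (anti-pKAP1 donor, anti-KAP1 acceptor beads), 6 hr at 25C.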
CXXC DNA block – inhibitors of human MLL CXXC domain-DNA interaction; Q03164; AID 2662; MLL-CXXC / FITC-HOXA9 DNA fluorescence polarization; Potency, µM (highest dose often 115 µM), without a hit: top-dose activity change, negative = inhibition, actives largely listed as inhibitors; 0.037% of 290,000 active; active = well fitted inhibition curve with a large enough effect in the polarisation, with a control signal flat, not every such curve was filed as active; inconclusive = small, poorly fitted or top-dose-only effect, or effect the other way, or a change in a side signal; inactive = no such curve, though single readings can be large or run the other way; the % refers to the polarisation; also: potency is read from the fitted curve at half-maximal effect
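Purified MLL-CXXC (added from a 7 uM solution) was preincubated 5 min at ambient with pinned compounds in 50 mM Tris-HCl pH 7.5, 50 mM NaCl, 1 mM DTT, 0.05% BSA. Fluorescein-labeled HOX-A9 DNA (50 nM solution) followed, 30 min, then polarization read.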
Starred values were filed as active, the others as inactive; ? = inconclusive; . = no result given; [ ] = another dose, or the depositor's remark. Unless noted, calls follow the shape of the dose curve; as a rule, active = well fitted curve in the direction sought with a large enough effect; inconclusive = small, poorly fitted or top-dose-only effect, or another doubt; inactive = no such curve, though single readings can be large; an effect the other way counts as inactive or inconclusive.

SMILES | ASM inhibitor | TSG101-PTAP inh | a7 integrin act | Mito fusion yeast | TSHR antag | TCR act | MBNL1-CUG inh | Menin-MLL TR inh | AT treatment | CXXC DNA block
CCN(C(=O)COC(=O)c1ccc(Cl)cc1N)C1CCCCC1 | 22.5% | 0.7% | -23.5% | 8.7% | -9.1 | 6.9% | 2.3% | -7.7% | 4.8% | -6.5%
O=C1CC(c2cccs2)Sc2nc3ccccc3n21 (stereo not drawn) | -2.8% | -0.1% | 22.7% | -0.1% | -0.1 | 2.5% | 6.7% | 14.1% | -5.4% | 19.9%
CC1CN(c2nnnn2-c2ccccc2)CC(C)O1 (stereo not drawn) | 4.2% | -2.1% | -11.8% | 0.6% | 11.4 | 2.1% | -6.3% | 0.7% | 4.5% | -0.5%
C=CCC[C@@H](Cc1ccc(F)cc1)C(=O)OC[C@@H](C)NC(=O)[C@@H](CC=C)CC(=O)N[C@H](CO)Cc1ccccc1 | -19.8% | 3.1% | -36.8% | . | -8.1 | 3.6% | . | . | 0.0% | .
Cc1nc(-c2cccc3ccccc23)ccc1C(=O)O | 2.7% | -0.2% | 17.2% | . | 9.8 | 6.7%[46.1 µM] | 13.5%[11.5 µM] | -0.7% | -3.7% | 3.8%
O=C(CSc1nnc(NC(=O)c2ccccc2)s1)NC1CCCC1 | -3.5% | -0.1% | -38.0% | -9.9% | 29.3 | 7.1% | 3.9% | ? | 7.5% | 1.0%
CCCCc1ccc(NC(=S)NCCc2ccc(F)cc2)cc1 | -1.9% | -0.5% | 10.3% | 4.9% | -5.5 | -2.6% | -0.2% | 26.1% | 4.7% | -8.8%
COc1ccc(S(=O)(=O)N(C)c2ccc(C(=O)N3CCCCC3)cc2)cc1 | 3.2% | . | -29.6% | 0.8% | -2.1 | 3.9% | 2.6% | -12.7% | 5.4% | -5.6%
COc1ccc(OCCNS(=O)(=O)Cc2ccccc2)cc1 | 4.0% | -0.9% | -21.4% | -4.2% | 9.5 | -5.6%[46.1 µM] | -9.8% | -10.1% | -3.0% | 1.3%
CCCCCCCCCC(=O)OCC(O)CO (stereo not drawn) | -0.6% | 1.1% | . | 3.7% | -6.7 | -3.7% | -22.2% | 0.9% | 7.5% | 0.9%
Nc1c(C=C2C=CC(=O)C=C2)c(=O)nc2sc(CC(=O)N3CCCCC3)nn12 | -2.3% | -4.2% | 20.3% | 6.4% | -35.1 | 3.9% | 10.5% | . | 0.1% | 16.5%
CCc1c(C(=O)Nc2ccncc2)csc1C | 4.1% | -2.9% | 7.8% | -8.3% | -10.5 | 9.5% | 4.0% | 19.9% | 4.1% | 0.3%
C=CCn1c(SCc2ccc(C(=O)Nc3nccs3)cc2)nnc1-c1ccc(C)c(Cl)c1 | ? | -0.7% | -23.8% | 9.9% | -34.4 | 3.2%[46.1 µM] | ? | 1.6% | 3.9% | 1.2%
CC(c1ccccc1)N1C(=O)C2C3C=CC(C4CC34)C2C1=O (stereo not drawn) | 8.2% | 0.3% | 19.4% | 11.7% | -17.0 | -1.2% | -9.6% | 1.3% | 3.5% | -2.0%
Cn1ncc(N2CCN(S(=O)(=O)c3ccc(Br)cc3)CC2)c(Cl)c1=O | -0.9% | 1.0% | -18.5% | -25.4% | -8.4 | -1.9% | -1.5% | 1.3% | 2.7% | 16.9%
O=C(O)c1cccc(N/N=C/c2cccnc2)c1 | 3.6% | -11.1% | -122.9%[inhibitor] | 2.3% | 3.9 | 8.3% | ? | 19.5% | 3.3% | 1.8%
CCC(C)c1cc(S(=O)(=O)N2CCOCC2)ccc1OC (stereo not drawn) | -2.0% | -4.2% | 13.2% | 0.6% | -10.7 | 2.1% | -1.6% | 1.0% | 6.9% | 1.5%
O=C1C(Cc2ccccc2)Nc2ncnc(N3CCN(c4ccccc4)CC3)c2N1Cc1ccccc1 (stereo not drawn) | -0.7% | -8.7% | 16.9% | 14.1% | -19.7 | -1.2% | . | . | -4.0% | .
CC(C)Cc1cc(C(=O)N2CCC(N3CCC(C(=O)NC4CC4)CC3)CC2)n[nH]1 | 8.9% | -1.4% | 25.1% | 6.0% | 5.9 | 4.2% | 0.5% | ? | -0.5% | 2.3%
CN(C)S(=O)(=O)c1ccc(C(=O)NCCOc2ccccc2)cc1 | 0.1% | -7.2% | -19.2% | -1.0% | -5.4 | -1.1% | 5.8% | 25.3% | 4.1% | -0.5%
Cn1c(SCc2nc(-c3ccccc3)no2)nnc1-c1cccs1 | 2.6% | -9.8% | -0.3% | 5.3% | -8.9 | -2.1%[46.1 µM] | ? | -8.2% | -1.8% | -2.1%
O=C(CN1CCOCC1)N1CCN(c2ccc([N+](=O)[O-])cc2)CC1 | -2.6% | -1.1% | 19.3% | 0.8% | 51.1 | 0.4% | -1.8% | 8.0% | -1.6% | 18.7%
Cc1ccc(S(=O)(=O)Nc2ccc(-n3cnnn3)cc2)c(C)c1 | -0.2% | -5.1% | -0.4% | 4.5% | 8.6 | . | . | . | 7.3% | .
CCCN1CCN(CCCNC(=O)c2ccccc2NC(=O)C2=C(C)OCCS2)CC1 | 5.4% | -1.8% | 28.6% | 0.2% | -9.4 | -7.7% | 6.1% | . | 2.6% | 2.6%
COc1cccc(C(=O)N(C)c2nnc(-c3ccncc3)s2)c1 | -1.1% | 11.7% | -16.5% | -1.0% | -26.3 | -5.8% | 3.4% | -2.4% | 4.9% | 0.9%

Remaining list, next part:
SMILES | ASM inhibitor | TSG101-PTAP inh | a7 integrin act | Mito fusion yeast | TSHR antag | TCR act | MBNL1-CUG inh | Menin-MLL TR inh | AT treatment | CXXC DNA block
O=C(NCC1CCCO1)C(=O)N/N=C/c1ccc(O)c(Cl)c1 (stereo not drawn) | 1.2% | -4.8% | -11.2% | -3.7% | -2.8 | 11.6% | . | . | -0.5% | 11.0%
Cc1cc(NC(=O)CSc2nc3ccccc3n2CCC#N)no1 | 8.6% | -0.4% | -10.7% | -1.2% | 3.2 | -3.4% | 0.5% | -21.5% | 0.3% | 0.7%
CC(=O)NS(=O)(=O)c1ccc(NC(=O)c2cccc(S(=O)(=O)N3CCc4ccccc43)c2)cc1 | -9.6% | -2.1% | 23.0% | -3.2% | -0.8 | 2.3% | -0.3% | 3.0% | 3.7% | -13.3%
CC(C)(C)OC(=O)N1CCC[C@H]1c1nnc(SCc2c(F)cccc2Cl)o1 | 1.8% | -3.8% | 1.6% | 3.5% | -9.6 | 2.9% | 3.9% | -7.1% | 6.6% | 3.2%
CN(c1cccc(NC(=O)CN(c2ccc(F)cc2)S(C)(=O)=O)c1)S(C)(=O)=O | -1.6% | 0.0% | -64.1%[inhibitor] | -3.0% | 3.1 | -30.1% | -12.8% | 20.9% | 1.7% | -9.5%
O=C(NC1CCCCCC1)C1CCN(S(=O)(=O)c2ccccc2)CC1 | 3.8% | -2.4% | 13.0% | 0.1% | 8.2 | . | -9.3% | 7.2% | 13.5% | 3.1%
CC(CC(=O)N1CCN(c2cccc(Cl)c2)CC1)S(=O)(=O)c1ccc2c(c1)NC(=O)CO2 (stereo not drawn) | -3.9% | -8.2% | -42.3% | 1.7% | -35.3 | -0.6% | -4.6% | . | -3.2% | 4.3%
Cc1cccc(NC(=O)c2sc3ncn(CC(=O)N4CCN(c5ccccn5)CC4)c(=O)c3c2C)c1 | -13.0% | 0.7% | -0.5% | -10.6% | 1.5 | -2.2% | 19.9% | . | -0.2% | 0.9%
c1ccc(Cc2nn3c(-c4ccncc4)nnc3s2)cc1 | 3.2% | -1.5% | 8.3% | -2.6% | 6.1 | -6.7% | 20.2% | 6.5% | 7.2% | -7.1%
CC(C)(C)S(=O)(=O)c1nc2ccccc2s1 | -1.6% | -2.0% | -24.9% | -9.6% | 23.4 | . | -12.9% | 8.6% | 1.6% | 9.7%
CC1CCCCC1NC(=O)CN1C(=O)CSc2cc(S(=O)(=O)N3CCCCCC3)ccc21 (stereo not drawn) | . | -1.2% | 29.6% | -6.8% | 15.1 | -1.5%[46.1 µM] | -13.8%[11.5 µM] | -10.0% | -2.0% | 4.5%
CCc1nnc(NC(=O)CCC(=O)N2CCN(S(=O)(=O)c3cc(Cl)ccc3OC)CC2)s1 | 4.3% | -1.4% | ? | 7.0% | 3.8 | -1.1% | 0.3% | . | -0.6% | 4.0%
CCc1ccc(CCC(=O)Nc2nnc(C)s2)o1 | 2.1% | . | 18.4% | -7.0% | 0.8 | . | 2.6% | 4.2% | -1.3% | 1.4%
CC1(C)CC(=O)C(C=NCc2ccc3c(c2)OCO3)=C(O)C1 | 1.6% | -1.8% | 6.6% | -0.1% | 4.8 | 1.5% | -5.6% | 4.4% | 5.2% | 7.9%
C[C@@H]1CCC[C@]2(O[C@H](CCO)C[C@@H](O)[C@@H]2O)O1 | 2.0% | -2.3% | -2.0% | . | . | -5.9% | . | . | . | .

A portion of the library; rates above refer to the full screens.
